# TexasRed autofl: Texas Red region autofluorescence. AID 587. max dye-equivalent concentration, M. 59,000 compounds, 0.06% hits. Compound fluorescence, Texas Red channel, 547/618 nm; active compounds read high; in the data active means max dye-equivalent concentration above about 10 nM; inconclusive means between about 1.1 nM and that limit
#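 Dye-equivalent concentrations come from scaling compound signal (ex 547, em 618 nm) to six Texas Red standard concentrations run on every plate, after 15 min room-temperature incubation in pH 8.0 Tris (100 mM).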
# Epigenetic mod: derepresses silenced GFP locus in mouse C127i cells. AID 597. mouse C127i GFP locus derepression, cytometry, 30 h. 68,000 compounds, 0.09% hits. Potency, µM (highest dose often 46.1 µM), inactives show top-dose GFP derepression (activation); further: % of control where 0% means no effect
#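 Derepression screen: silenced CMV-GFP reporter in murine C127i cells, 30 h compound incubation at 37 C, washed cells imaged by laser-scanning cytometer to enumerate GFP-expressing objects of 20 to 120 um.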
# Ub-GFP proteasome: inhibits proteasome, raising ubiquitin-GFP reporter fluorescence | Potency, µM (titrated, usually from 45.9 µM), without a hit: at the highest dose activation (GFP accumulation), hits mostly activators | 67,000 tested, under 10 active | Ubiquitin-GFP reporter cells, proteasome inhibition, GFP fluorescence; response scale: untreated = 0%, 10 µM MG-132 = 100%; active means well fitted activation curve with a large enough effect, not every such curve was filed as active; inconclusive means small, poorly fitted or top-dose-only effect, or another doubt; inactive means no such curve, though single readings can be large or run the other way; further: potency means the concentration at half of the fitted maximal effect
#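 Proteasome blockade was scored as a rise in GFP-expressing U2OS cells carrying a ubiquitin(G76V)-GFP construct, imaged after 4 hr compound treatment at 37 °C across a 46 uM–2.9 nM series.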
# HBB splicing: hemoglobin beta splicing modulation | Potency, µM (top dose mostly 46.1 µM), for inactives: top-dose activation, hits mostly activators | 65,000 compounds, 0.06% hits | HBB splicing reporter cell assay, activation; EGFP reporter with mutant IVS2-654 intron; response scale: normalised to 500 nM splice-correcting PNA; further: potency means the concentration at half of the fitted maximal effect; 0% is about no effect
#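 HeLa cells stably expressing EGFP interrupted by mutant beta-globin intron 2 (IVS2-654), 500/well in 2% FCS. Treated with compound for 2 days at 37C. Splicing correction scored as total well GFP intensity (488 nm excitation, 500-520 nm emission); 500 nM antisense PNA served as control.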
# Fluorescein autfl: compound fluoresces in the fluorescein spectral region | 59,000 compounds, 0.91% hits | max fluorescein-equivalent concentration, M | Compound autofluorescence, 480/540 nm, fluorescein-equivalent; active compounds read high; in the data active means max fluorescein-equivalent concentration above about 10 nM; inconclusive means between about 1.1 nM and that limit
#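 Values reflect compound autofluorescence, normalized to fluorescein on the same plate and reported at each tested concentration. Conditions: 100 mM Tris pH 8.0, room temperature, 15 min, excitation 480 nm, emission 540 nm.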
# ALOX15 inhib: inhibitors of human 15-lipoxygenase (ALOX15); 74,000 compounds, 1.4% hits; Potency, µM (titrated, usually from 57.1 µM), without a hit: top-dose activity change, negative = inhibition, hits mostly inhibitors; purified 15hLO-1, xylenol orange hydroperoxide absorbance; P16050; further: potency means the concentration at half of the fitted maximal effect; on the % scale 0 is the no-effect control and ±100 the full control effect; nearly all actives have a fitted effect of over 55% in size
# Target sequence (P16050 whole entry, looked up): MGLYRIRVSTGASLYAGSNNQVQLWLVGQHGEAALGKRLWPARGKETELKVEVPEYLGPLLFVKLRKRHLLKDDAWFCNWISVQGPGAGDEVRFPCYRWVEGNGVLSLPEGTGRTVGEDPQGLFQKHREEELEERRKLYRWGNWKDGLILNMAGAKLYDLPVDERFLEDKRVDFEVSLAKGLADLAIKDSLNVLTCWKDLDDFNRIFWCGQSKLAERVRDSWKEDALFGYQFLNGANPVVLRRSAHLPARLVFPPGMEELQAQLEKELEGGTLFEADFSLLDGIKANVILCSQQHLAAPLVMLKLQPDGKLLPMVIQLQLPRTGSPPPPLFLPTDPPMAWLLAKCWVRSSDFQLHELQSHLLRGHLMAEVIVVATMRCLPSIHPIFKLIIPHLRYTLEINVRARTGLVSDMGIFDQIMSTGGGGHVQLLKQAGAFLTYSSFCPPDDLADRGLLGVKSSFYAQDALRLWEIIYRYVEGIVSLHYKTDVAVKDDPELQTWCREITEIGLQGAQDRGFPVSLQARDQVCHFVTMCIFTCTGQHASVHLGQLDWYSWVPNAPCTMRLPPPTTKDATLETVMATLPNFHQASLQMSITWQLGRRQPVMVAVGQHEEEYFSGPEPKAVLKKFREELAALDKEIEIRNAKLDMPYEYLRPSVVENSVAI
#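 Purified human 15hLO-1 (40 nM) in 25 mM Hepes pH 7.5, 0.01% Triton X-100, preincubated 15 min RT with compound, then 50 uM arachidonic acid for 6 min. Hydroperoxide read by ferrous/xylenol orange, 30 min; 573/405 nm absorbance ratio gave progress.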
# Rhodamine fluor: rhodamine region autofluorescence. Rhodamine-region fluorescence, 547/598 nm, Tris buffer; active compounds read high. max dye-equivalent concentration, M. 59,000 compounds, 0.05% hits. AID 594; in the data active means max dye-equivalent concentration above about 11 nM; inconclusive means between about 1.1 nM and that limit
#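 Compound fluorescence in 100 mM Tris, pH 8.0, read after 15 min at room temperature with 547 nm excitation and 598 nm emission. Output is dye-equivalent concentration from an on-plate rhodamine standard series.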
# Hsp90 Hop PPI: changes Hsp90-Hop TPR2A binding signal, up or down; AlphaScreen TPR2A-His6 binding biotin-Hsp90 C-terminal peptide; Potency, µM (doses to about 57 µM), for the others: top-dose activity change, negative = inhibition; 71,000 compounds, 0.44% hits; AID 595; active means well fitted curve in either direction with a large enough effect; inconclusive means small, poorly fitted or top-dose-only effect, or another doubt; further: potency means the concentration at half of the fitted maximal effect; on the % scale 0 is the no-effect control and ±100 the full control effect; many of its hits are not listed in these tables
# HADH2 inhib: blocks human hydroxyacyl-CoA dehydrogenase type II; Potency, µM (series often up to 57.1 µM), inactives show at the highest dose activity change, negative = inhibition, actives largely listed as inhibitors; recombinant HADH2, NADH fluorescence, beta-hydroxybutyryl-CoA; AID 886; 73,000 compounds, 3.4% hits; Q99714; further: potency means the concentration at half of the fitted maximal effect; on the % scale 0 is the no-effect control and ±100 the full control effect; nearly all actives have a fitted effect of over 60% in size; many of its hits are not listed in these tables
# Target sequence (Q99714 whole entry, looked up, one chain of several): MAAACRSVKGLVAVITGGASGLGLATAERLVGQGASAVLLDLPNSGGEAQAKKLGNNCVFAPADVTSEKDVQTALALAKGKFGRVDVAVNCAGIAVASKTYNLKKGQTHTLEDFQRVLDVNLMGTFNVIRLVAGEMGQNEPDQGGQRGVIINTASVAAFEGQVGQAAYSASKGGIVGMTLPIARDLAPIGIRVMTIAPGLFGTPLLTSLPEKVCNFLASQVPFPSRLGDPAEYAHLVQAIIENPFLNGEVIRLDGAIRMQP
#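 20 nM HADH2 + cpd, 15 min RT; add 1 mM NAD+/90 uM beta-hydroxybutyryl-CoA; kinetic fluorescence 360/450 nm, 4 min. Tris-HCl pH 9.0, 0.01% Tween-20.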
# DNA Pol III inh: inhibitors of bacterial DNA polymerase III holoenzyme. reconstituted DNA polymerase III holoenzyme replication, biochemical. Potency, µM (top dose mostly 57.1 µM), for the others: top-dose activity change, negative = inhibition. 71,000 compounds, 0.25% hits; further: potency means the concentration at half of the fitted maximal effect; on the % scale 0 is the no-effect control and ±100 the full control effect
#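 Reconstituted *E. coli* holoenzyme (0.35 nM Pol III, 1 nM beta, 154 nM SSB, 2 nM primase) was preincubated with compound for 15 min at RT. Synthesis on 1.4 nM ssM13Gori ran 35 min, then was stopped with PicoGreen/EDTA and read as dsDNA fluorescence.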
# 4MU fluor: compound fluoresces in the 4-MU spectral region | max dye-equivalent concentration, M | AID 589 | compound autofluorescence, 340/450 nm, 4-MU equivalents; active compounds read high | 59,000 compounds, 11% hits; in the data active means max dye-equivalent concentration above about 10 nM; inconclusive means mostly about 1.1 nM to 9.6 nM
#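 Compounds in 100 mM Tris, pH 8.0, incubated 15 min at room temperature, then fluorescence read at 340 nm excitation/450 nm emission. Signal converted to 4-MU dye-equivalent concentration using an on-plate six-point 4-MU standard curve.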
# Active calls of the source: *; i = inactive; u = inconclusive; x = not tested or not shown; [ ] = another dose, or the depositor's remark. Unless noted, the call rests on the fitted dose curve; in most records, active means well fitted curve in the direction sought with a large enough effect; inconclusive means small, poorly fitted or top-dose-only effect, or another doubt; inactive means no such curve, though single readings can be large; an effect the other way counts as inactive or inconclusive. These rows are one share of the data; count on the stated rates, not on these rows.
Compound,TexasRed autofl,Epigenetic mod,Ub-GFP proteasome,HBB splicing,Fluorescein autfl,ALOX15 inhib,Rhodamine fluor,Hsp90 Hop PPI,HADH2 inhib,DNA Pol III inh,4MU fluor
N=c1sccn1CC(=O)Nc1ccccc1-c1ccccc1,i,4%,0%,3.6%[1.84 µM],i,3%,i,0%,5%,-1%,i
COc1cc(NC(=O)CS(=O)(=O)c2ccccc2)cc(OC)c1OC,u,0%,7%,0.5%,i,2%,i,0%,11%,0%,i
CCN(C(=O)c1cnc(N2CCN(c3ncccn3)CC2)c2ccccc12)c1cccc(Cl)c1,u,-2%,-4%,-4.0%,i,-6%,i,7%,40µM*,-6%,5.6e-08M*
CC(=O)Nc1cccc(Oc2ccc3c(c2)C(=O)N(CCC(=O)O)C3=O)c1,i,0%,5%,-1.2%,i,-12%,i,0%,11%,4%,i
O=C(Cn1cnc2c(oc3ccccc32)c1=O)c1ccccc1,i,0%,4%,5.3%[0.369 µM],u,2%,i,-3%,-11%,-2%,i
CCOc1ccc(Br)cc1S(=O)(=O)N1CC(C)OC(C)C1 (stereo unspecified),i,-3%,-6%,0.0%,i,-3%,i,4%,6%,-7%,i
Cc1ccc(S(=O)(=O)Cn2nnnc2CN2CCN(Cc3ccc4c(c3)OCO4)CC2)cc1,u,0%,4%,x,i,4%,i,-2%,-2%,-2%,i
Cc1ccc(OCC(O)Cn2c(=N)n(CCN3CCOCC3)c3ccccc32)cc1 (stereo unspecified),i,3%,-4%,0.1%[57.5 µM],i,-3%,i,-3%,-1%,-9%,i
O=C(NCCCN1CCCCCC1)C1CC(=O)N(CCc2ccccc2)C1 (stereo unspecified),i,0%,-13%,-1.2%,u,0%,i,-4%,8%,-1%,i
Cc1cc(-c2ccccc2)n(-c2ccc(C(=O)N3CCN(c4ncccn4)CC3)cc2)n1,i,-2%,-1%,-1.4%,i,1%,i,-5%,1%,-4%,i
CC(C)(/C=N/O)/[N+]([O-])=C/C=[N+](\[O-])C(C)(C)/C=N/O,i,0%,3%,-1.2%[57.5 µM],u,3%,i,-2%,-7%,-4%,i
C=CCSc1nnc(C)n1-c1ccc(Cl)cc1,i,0%,8%,-0.9%,i,4%,i,0%,6%,-4%,i
CCC(=O)Nc1ccc2nc(C)n(CC(=O)Nc3ccccc3)c(=O)c2c1,u,1%,-4%,-1.2%,i,2%,i,-3%,-1%,-7%,4.4e-08M*
CCc1nc(Sc2nc(C)cc(C)n2)c2oc3ccccc3c2n1,i,0%,2%,4.5%[0.369 µM],i,7%,i,-1%,7%,-7%,i
COc1ccc(Br)cc1C1CC(=O)N2CN(C)CSC2=C1C#N (stereo unspecified),x,x,-9%,-1.3%,x,u,x,-1%[2.3 µM],2µM*,0%,x
CC1=C(C(=O)OCc2ccccc2)C(C2CCCCC2)NC(=O)N1CCCCCC(=O)O (stereo unspecified),x,x,x,-1.3%,x,22%,x,-7%,6%,-8%,x
O=C(Nc1ccccc1C(=O)N1CCOCC1)C1COc2ccccc2O1 (stereo unspecified),i,2%,-6%,0.1%,u,-1%,i,-4%,4%,-4%,i
CCOC(=O)c1ccc(NC(=O)Nc2cc(C)on2)cc1,u,0%,-2%,-1.0%,u,-5%,i,-4%,3%,-4%,u
Cc1cccc(Nc2nn3c(=O)c4ccccc4nc3s2)c1,i,-3%,27%,-1.4%,i,-8%,i,6%,13%,3.2µM*,u
CCCCn1c(=NC(=O)c2ccc3c(c2)OCO3)c(C#N)cc2c(=O)n3cccc(C)c3nc21,i,0%,0%,-0.4%[57.5 µM],u,u,i,0%,8%,-2%,u
Cc1ccccc1CN1CCN(C(=O)c2cccc(F)c2)CC1,i,0%,8%,1.3%,i,-3%,i,-3%,10%,-2%,i
CN(C)c1ccc(P(=O)(OCc2ccccc2)C(O)c2cccnc2)cc1 (stereo unspecified),i,1%,-3%,3.2%,i,-3%,i,u,9%,12%,i
Cc1cc(=O)oc2cc(OCC(=O)N3CCc4ccccc4C3)ccc12,i,-1%,-8%,0.2%[57.5 µM],u,-16%,i,1%,u,u,7.6e-08M*
COc1ccc(S(=O)(=O)N2CCCC(C(=O)N3CCCCCC3)C2)cc1 (stereo unspecified),i,1%,0%,-1.0%,i,-1%,i,1%,1%,-2%,i
COc1c2ccoc2nc2c(OC)c(OC[C@H](O)C(C)(C)O)ccc12,u,-1%[9.22 µM],4%,3.7%[20.6 µM],u,9%[25.6 µM],i,1%,40µM*,-3%,1.6e-08M*
CCCCn1c(SCC(=O)c2ccc(OC)cc2OC)nc2cc(S(N)(=O)=O)ccc21,u,0%,x,0.9%[0.369 µM],i,-18%,i,-8%,u,2%,i
O=C1Nc2ccc(Br)cc2C1(O)Cc1ccncc1 (stereo unspecified),i,-2%,-5%,0.9%,u,-4%,i,-3%,12%,0%,i
O=C(CCS(=O)(=O)c1cc(Br)cc2c1N(C(=O)C1CC1)CC2)NCC1CCCO1 (stereo unspecified),i,-1%,-2%,-4.7%,u,11%,i,-5%,0%,3%,i
COc1cccc(NC(=O)CNC(=O)c2cccs2)c1,u,6%,3%,0.5%,i,0%,i,-2%,-6%,-7%,i
CN1C(=S)SC(/[N+]([O-])=C\c2cccs2)C1(C)C (stereo unspecified),i,8%,x,2.3%[0.369 µM],i,1%,i,-5%,-14%,-7%,i
CC(=O)NCCNc1ncncc1-c1ccccc1C(F)(F)F,i,0%[9.22 µM],10%,-1.3%,u,-24%,i,-2%,u,2%,i
Cn1ncc2c(Nc3ccccc3Br)ncnc21,i,0%[20.6 µM],x,x,u,x,i,x,x,x,i
Cc1nc(=S)n(-c2ccccc2)[nH]1,i,-1%,-11%,x,i,-14%,i,-6%,u,-4%,i
Cc1cc(C)cc(NC(=O)CCNS(=O)(=O)c2ccc3c(c2)oc(=O)n3C)c1,i,-2%,7%,0.6%,u,5%,i,2%,-1%,1%,i
CCSc1nnc(NC(=O)c2nc(-c3ccccc3)n(-c3ccccc3)n2)s1,i,0%,0%,0.2%[57.5 µM],u,1%,i,0%,-4%,-4%,4.1e-08M*
O=C(NCCc1ccccc1)c1cc(-c2ccco2)on1,i,5%,6%,-3.8%,i,-2%,i,3%,-2%,0%,i
Cc1noc(C)c1COC(=O)c1cc(C)n(-c2ccccc2)c1C,i,4%,-1%,-1.0%,u,-11%,i,2%,0%,-2%,i
CCC1CCCCN1C(=O)CSc1nnc(-c2c[nH]c3ccccc23)o1 (stereo unspecified),i,0%,1%,-0.5%[57.5 µM],i,-10%,i,0%,28%,0%,i
O=C(CSc1cn(CCNC(=O)c2cccs2)c2ccccc12)NCC1CCCO1 (stereo unspecified),x,x,-1%,0.1%,x,-5%,x,-2%,-1%,-4%,x
O=C(CCn1c(=O)sc2ccccc21)Nc1ccon1,i,9%,-10%,-2.7%,u,0%,i,-8%,2%,0%,i

# Quoted at random: 2 entries already listed.
Compound,TexasRed autofl,Epigenetic mod,Ub-GFP proteasome,HBB splicing,Fluorescein autfl,ALOX15 inhib,Rhodamine fluor,Hsp90 Hop PPI,HADH2 inhib,DNA Pol III inh,4MU fluor
COc1ccc(S(=O)(=O)N2CCCC(C(=O)N3CCCCCC3)C2)cc1 (stereo unspecified),i,1%,0%,-1.0%,i,-1%,i,1%,1%,-2%,i
CCOc1ccc(Br)cc1S(=O)(=O)N1CC(C)OC(C)C1 (stereo unspecified),i,-3%,-6%,0.0%,i,-3%,i,4%,6%,-7%,i

# Records above printed as active in DNA Pol III inh:
Compound,TexasRed autofl,Epigenetic mod,Ub-GFP proteasome,ALOX15 inhib,Rhodamine fluor,Hsp90 Hop PPI,HADH2 inhib,DNA Pol III inh,4MU fluor
Cc1cccc(Nc2nn3c(=O)c4ccccc4nc3s2)c1,i,-3%,27%,-8%,i,6%,13%,3.2µM*,u

# More results.
Compound,TexasRed autofl,Epigenetic mod,Ub-GFP proteasome,HBB splicing,Fluorescein autfl,ALOX15 inhib,Rhodamine fluor,Hsp90 Hop PPI,HADH2 inhib,DNA Pol III inh,4MU fluor
COc1ccc2[nH]cc(C(=O)CN3CCN(C(=O)c4ccco4)CC3)c2c1,i,2%,-4%,2.4%[1.84 µM],i,-5%,i,2%,-1%,0%,i
CC(OC(=O)c1cccs1)C(=O)NCc1ccccc1 (stereo unspecified),i,0%,2%,-0.6%[57.5 µM],i,13%,i,1%,-3%,-1%,i
COCCn1c(SCC#N)nnc1-c1ccccc1,i,-3%,0%,x,i,3%,i,-2%,-8%,0%,i
CCN(CC)C(=O)CSc1nnc(-c2cccnc2)n1CCc1ccccc1,i,3%,-3%,-0.2%[57.5 µM],u,9%,i,-1%,5%,4%,u
COCCn1c(SCC(=O)c2ccc3c(c2)OCCO3)nnc1-c1ccco1,u,-2%,3%,1.0%,i,11%,i,-5%,-8%,-1%,i

# Source: PubChem BioAssay (National Center for Advancing Translational Sciences (NCATS))
